VLA-4 inh: inhibition in human VLA-4 binding assay, primary screen, VLA-4 allosteric modulator project, MLPCN library, flow cytometry, VLA-4 expressing cells; inhibition, % (about 7 µM as worked out from the volumes in the protocol); Integrin alpha-4 (Homo sapiens), P13612; 330,000 compounds, 0.2% hits; ligand binding flow cytometry; in the data active means inhibition above about 50%
MEX-5 binding: MEX-5 zinc finger RNA-binding disruptors – biochemical, C. elegans, fluorescence polarization, MLPCN library, primary screen; Zinc finger protein mex-5 (Caenorhabditis elegans), Q9XUB2; MEX-5/FITC-TCR2 RNA binding; stronger effect = lower value; activity score (negative = inhibition of binding), % at 10 µM; 300,000 compounds, 0.38% hits;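 active means inhibition past about -25% in most replicates, and total fluorescence under double the plate's negative control median, limit read from the data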;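 further: 0% = DMSO and -100% = 5 µM competing unlabeled TCR2 RNA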
Target sequence (Q9XUB2 whole entry, looked up): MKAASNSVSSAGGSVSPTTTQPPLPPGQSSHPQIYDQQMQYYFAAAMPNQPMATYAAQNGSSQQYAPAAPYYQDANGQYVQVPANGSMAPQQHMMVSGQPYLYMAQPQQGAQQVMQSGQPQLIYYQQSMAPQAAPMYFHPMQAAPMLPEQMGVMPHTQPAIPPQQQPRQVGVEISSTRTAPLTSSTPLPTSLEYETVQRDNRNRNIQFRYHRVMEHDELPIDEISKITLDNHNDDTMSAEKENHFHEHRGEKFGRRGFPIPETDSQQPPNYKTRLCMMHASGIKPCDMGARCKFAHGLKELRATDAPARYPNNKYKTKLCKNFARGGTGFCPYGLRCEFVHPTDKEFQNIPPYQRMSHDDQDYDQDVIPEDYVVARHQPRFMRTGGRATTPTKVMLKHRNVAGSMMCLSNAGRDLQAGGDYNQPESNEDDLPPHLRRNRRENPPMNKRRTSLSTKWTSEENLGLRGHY
GRK2 inh: compounds blocking aptamer binding on GRK2 – biochemical, human GRK2, bead flow cytometry, HTS, primary screen | FAM-aptamer displacement from GRK2 | Beta-adrenergic receptor kinase 1 (Homo sapiens), P25098 | 330,000 compounds, 0.59% hits | AID 488847, 2010 | inhibition of aptamer binding, % at 10 µM;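 active means inhibition of aptamer binding above 40%, roughly 3 SD of noise, on plates passing a quality check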;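 further: median bead fluorescence of bound FAM aptamer so fluorescent compounds give negative values; no value below 0 was filed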
GLD-1 RNA inh: GLD-1/TGE RNA complex disruptors, primary screen, biochemical, fluorescence polarization; 320,000 compounds, 0.44% hits; AID 2280, 2010; purified GLD-1 + fluorescein TGE RNA; inhibition, % at 5.96 µM; Female germline-specific tumor suppressor gld-1 (Caenorhabditis elegans), Q17339;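 active means percent inhibition above a per-plate cutoff, the plate mean of test compounds plus 3 SD, cut at about 30% in these data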;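 further: 0% = DMSO wells with GLD-1 and probe and 100% = wells lacking GLD-1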
CIT2-GFP yeast: modulators of CIT2-GFP expression in yeast, primary screen, S. cerevisiae, GFP fusion, multiplex flow cytometry, MLPCN library | S. cerevisiae CIT2-GFP strain, 3 h; 100 means same as DMSO wells | GFP response vs DMSO, % at 10 µM | 320,000 compounds, 0.065% hits;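 active means GFP response relative to DMSO above a set limit, near the screen mean plus 3 SD, cut at about 150% in these data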;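 further: ratio of well median GFP fluorescence to mean of DMSO wells on the plate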
MCL1 BIM primary: inhibitors of MCL1 binding to BIM-BH3, primary screen, biochemical, fluorescence polarization; inhibition, % at 10.9 µM; Induced myeloid leukemia cell differentiation protein Mcl-1 (Homo sapiens), Q07820; 320,000 compounds, 0.68% hits; GST-MCL1 / FITC-Bim-BH3 fluorescence polarization;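 active means inhibition above the mean inhibition of all tested compounds plus 3 SD, set per campaign, cut at about 40% in these data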;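 further: 0% = DMSO wells and 100% = unlabeled Bim-BH3 peptide control; higher means more loss of mP so more displacement of Bim peptide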
Target sequence (Q07820 whole entry, looked up): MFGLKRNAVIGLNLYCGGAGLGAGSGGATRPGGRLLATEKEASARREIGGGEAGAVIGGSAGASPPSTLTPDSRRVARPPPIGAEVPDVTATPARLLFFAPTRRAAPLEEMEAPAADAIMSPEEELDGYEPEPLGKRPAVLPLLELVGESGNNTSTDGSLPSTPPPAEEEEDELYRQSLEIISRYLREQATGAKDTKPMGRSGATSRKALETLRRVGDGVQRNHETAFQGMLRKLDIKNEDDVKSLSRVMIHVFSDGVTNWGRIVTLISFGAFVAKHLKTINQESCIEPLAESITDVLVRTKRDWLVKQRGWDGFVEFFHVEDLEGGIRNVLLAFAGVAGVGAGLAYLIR
Yeast superoxide: reduction of superoxide in aged yeast, primary screen, HTS; S. cerevisiae aged cells, superoxide DHE fluorescence; stronger effect = lower value; superoxide response (% of plate mean), % at 10 µM; 330,000 compounds, 0.18% hits; AID 2690, 2010;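 active means superoxide response under a set limit, about three screen SD below normal, cut at about 65% in these data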;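 further: yeast aged for seven days with compound at 30 °C before DHE staining; 100% = average MFI of all compound-treated wells on the plate with controls excluded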
AGP1-GFP MLPCN: modulators of AGP1-GFP expression in yeast TOR pathway, primary screen, cell-based, multiplex flow cytometry, S. cerevisiae, MLPCN library; 3 h; GFP as percent of DMSO wells; GFP response vs DMSO, % at 10 µM; AID 2066, 2009; 320,000 compounds, 0.02% hits;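 active means GFP response relative to DMSO above a set limit, near screen average plus 3 SD, cut at about 150% in these data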;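 further: median GFP channel fluorescence of the gated AGP1 strain per well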
Bcl-xL primary: inhibitors of human Bcl-xL, primary screen, biochemical, fluorescence polarization, HTS; GST-Bcl-xL / FITC-Bim BH3 peptide fluorescence polarization; inhibition, % at 10.9 µM; 320,000 compounds, 0.7% hits; AID 2129, 2009;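 active means inhibition above the mean of all tested compounds plus 3 SD, cutoff set per campaign, cut at about 30% in these data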;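 further: 0% = DMSO wells and 100% = unlabeled Bim-BH3 peptide competitor; inhibitors lower millipolarization by displacing the labeled peptide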
Target sequence (Q07817 whole entry, looked up): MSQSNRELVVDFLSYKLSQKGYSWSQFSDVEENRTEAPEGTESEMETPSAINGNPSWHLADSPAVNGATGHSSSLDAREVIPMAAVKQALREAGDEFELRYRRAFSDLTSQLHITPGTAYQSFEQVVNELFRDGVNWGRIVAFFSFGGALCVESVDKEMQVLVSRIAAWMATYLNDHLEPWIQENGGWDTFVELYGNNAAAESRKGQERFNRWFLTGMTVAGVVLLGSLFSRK
Numbers without * were called inactive; / = not tested or not shown.

SMILES | VLA-4 inh | MEX-5 binding | GRK2 inh | GLD-1 RNA inh | CIT2-GFP yeast | MCL1 BIM primary | Yeast superoxide | AGP1-GFP MLPCN | Bcl-xL primary
CCSc1nnc(-c2cccnc2)n1Cc1ccco1 | / | -4.1 | 0 | 5 | 100 | 12 | 104 | 102 | 8
COc1cc(Cl)ccc1S(=O)(=O)n1nc(C)cc1C | -10 | 1.3 | 1 | 5 | 100 | 9 | 103 | 100 | 0
Cc1[nH]c2ccccc2c1C(=O)C(=O)NCCOc1ccccc1 | 7 | -1.6 | 1 | 0 | 101 | 0 | 106 | 102 | -1
N#CCCN(Cc1cccs1)C(=O)c1ccc(Cl)cc1 | 1 | -1.1 | 1 | -3 | 90 | 1 | 115 | 98 | 1
Nn1c(SCc2cccc3ccccc23)nnc1-c1ccco1 | 10 | 2.9 | 1 | -10 | 84 | -5 | 105 | 98 | -4
O=C(CSc1nnc(-c2ccccc2F)o1)N1CCCC1 | 10 | 2.8 | 1 | 5 | 100 | 5 | 113 | 102 | 1
CC(C)c1cc(NC(=O)CCl)on1 | -1 | 0.7 | 3 | -3 | 104 | -1 | 116 | 103 | 5
CCN(CC)S(=O)(=O)c1cccc(NC(=O)C2SC(=Nc3ccc(C)cc3C)C(C(=O)NCC3CCCO3)=C2N)c1 (centres undefined) | 2 | 1.4 | 3 | 7 | 128 | 18 | 97 | 96 | 5
Cn1ncc(Cl)c1C(=O)NCC1CCCO1 (centres undefined) | -8 | 4.8 | 0 | -5 | 105 | 4 | 102 | 101 | 2
CCc1nc2c(cnn2-c2ccc(Cl)cc2)c(=O)n1-c1ccc(OC)cc1 | 0 | 2.2 | 1 | 5 | 102 | 2 | 83 | 104 | 1
COc1ccc(CCNC(=O)CSc2ccc(-c3ccncc3)nn2)cc1 | 4 | 0.9 | 0 | 3 | 88 | -2 | 113 | 98 | -2
COC(=O)c1c(C(=O)OC)c(-c2ccc(C(C)(C)C)cc2)n2c1CS(=O)C2 (centres undefined) | 3 | 1.0 | 0 | 1 | 97 | 2 | 95 | 102 | 0
CC(C)COC(=O)c1ccc(NC(=O)C2C3C=CC(C3)C2C(=O)O)cc1 (centres undefined) | 1 | 1.7 | 3 | -7 | 106 | 11 | 135 | 105 | 7
O=C(NCc1ccccn1)C1CN(S(=O)(=O)c2ccccc2)CCN1S(=O)(=O)c1ccccc1 (centres undefined) | 2 | -0.7 | 2 | 3 | 108 | 14 | 98 | 105 | 10
Cc1ccc(-n2nnc(-c3cc4ccccc4nc3Cl)n2)cc1 | -9 | -2.8 | 0 | 4 | 97 | -1 | 98 | 101 | 0
Cc1[nH][nH]c(=O)c1C(c1ccc(N(C)C)c(Br)c1)c1c(C)[nH][nH]c1=O | 1 | -3.3 | 6 | 7 | 73 | 4 | 108 | 94 | 2
COc1ccc(C(=O)CC(=O)c2ccccc2O)cc1OC | 24 | -2.8 | 0 | 5 | 96 | 0 | 106 | 107 | 1
CCOC(=O)c1sc(NC(=O)c2cccc(S(=O)(=O)N3c4ccccc4CC3C)c2)cc1C (centres undefined) | 33 | -1.2 | 0 | 8 | 90 | 5 | 101 | 102 | 3
Nc1c2c(nc3sc4c(c13)CCCC4)-c1ccccc1CC2 | 3 | -3.0 | 1 | 4 | 101 | -2 | 101 | 96 | 3
COc1ccc(C(=O)N/N=C(\C)c2ccc3c(c2)C2C=CCC2C(c2ccccc2)N3)cc1 (centres undefined) | 12 | / | 0 | -1 | 93 | 56* | 85 | 92 | 30
Cc1ccnc(NS(=O)(=O)c2ccc(NC(=O)Cc3c(F)cccc3Cl)cc2)n1 | -7 | 0.4 | 0 | -6 | 94 | 1 | 97 | 100 | -3
CCCS(=O)(=O)c1c(S(=O)(=O)CCC)c2ccccn2c1C(=O)OC | -10 | 1.4 | 1 | 6 | 112 | 4 | 79 | 86 | 1
COCCN(Cc1cc2cc(C)ccc2nc1Cl)C(=O)Nc1ccccc1OC | 15 | 3.1 | 1 | 5 | 109 | 6 | 110 | 106 | -1
O=C(NCCC1=CCCCC1)C1CCN(S(=O)(=O)c2ccc(Br)s2)CC1 | 23 | 3.9 | 0 | 3 | 115 | 4 | 125 | 102 | 1
CC(=NNC(=O)CCC(=O)Nc1ccccc1Cl)c1ccco1 | -4 | / | 1 | -2 | 99 | / | 106 | 95 | /
c1ccc(-n2nnnc2SCc2ccccn2)cc1 | 0 | 2.3 | 2 | 2 | 95 | -5 | 110 | 100 | 0
COc1ccc(CCNc2oc(COc3ccccc3F)nc2C#N)cc1 | 22 | -5.8 | 5 | 5 | 85 | -1 | 102 | 97 | -2
CC1(C)Cc2ccccc2-c2nnc(SCC(=O)Nc3ccc4c(c3)OCO4)n21 | 24 | -1.3 | 3 | 3 | 95 | -1 | 103 | 95 | 1
O=C1Oc2ccccc2C(=O)/C1=C/N1CCN(c2ccccc2F)CC1 | 9 | 0.3 | 7 | 6 | 98 | 7 | 101 | 100 | 1
COc1cc2[nH]c(=S)n(Cc3ccco3)c(=O)c2cc1OC | 2 | 4.5 | 4 | 6 | 95 | -14 | 124 | 98 | -15
NC(=O)CSCc1c(Cl)cccc1Cl | 16 | -0.2 | 0 | 1 | 90 | 6 | 121 | 61 | 2
Cc1cc(=O)c(C(=O)Nc2cccc(C(=O)NC3CC3)c2)nn1-c1ccccc1Cl | 0 | / | 2 | -4 | 100 | -2 | 119 | 105 | -4
Cc1ccc(S(=O)(=O)N2CCCCC2)cc1NC(=O)Cn1cnnn1 | 6 | -3.0 | 0 | 2 | 104 | -6 | 96 | 103 | 3
COc1ccc(CCC(=O)N2CCN(c3cccc(C)c3C)CC2)cc1 | 0 | 2.6 | 1 | -1 | 98 | -1 | 114 | 98 | 4
O=C(NNc1ccccc1)C(=O)NNS(=O)(=O)c1ccc(CCCl)cc1 | 1 | -2.7 | 0 | 3 | 105 | -1 | 82 | 105 | 7
CC[C@@]12C(=O)N(c3cccc(Br)c3)C(=O)N1[C@H](c1ccc(OC)cc1)[C@@H]1C(=O)N(C(C)(C)C)C(=O)[C@@H]12 | -3 | 0.6 | 0 | 1 | 83 | 8 | 92 | 89 | 1
O=C(NNc1nc2c(F)cccc2s1)C1COc2ccccc2O1 (centres undefined) | 3 | -0.9 | 2 | -1 | 99 | -1 | 99 | 104 | -4
COc1ccc(Cl)cc1NC(=O)CSc1nnc(CN2CCOCC2)n1-c1ccc(Cl)cc1 | 8 | -2.2 | 0 | 2 | 105 | 3 | 102 | / | 3
COc1cc(/C=N\Nc2nc(-c3cccs3)c(NC(C)=O)s2)ccc1O | 2 | -3.5 | 2 | 2 | 104 | 15 | 105 | 98 | 10
C=C[C@H](CC(C)C)N(Cc1ccccc1)S(=O)(=O)N(Cc1ccccc1)[C@@H](C=C)CC(C)C | 11 | / | 3 | 6 | 94 | / | 82 | 95 | /
CCN(CC)S(=O)(=O)c1ccc(NC(=O)COC(=O)c2cnc(C)cn2)cc1 | 4 | -0.4 | 1 | -4 | 99 | -16 | 93 | 104 | -4
COC(=O)c1ccccc1NC(=O)c1cccc(NC(=O)c2ccc(Br)o2)c1C | 0 | -1.9 | 33 | 4 | 99 | 3 | 95 | 99 | 0
CCCCc1ccc(NC(=S)NCCc2ccc(S(N)(=O)=O)cc2)cc1 | 2 | 0.0 | 0 | 3 | 96 | 4 | 101 | 120 | 3
COc1ccc(OCc2nc(N)nc(Nc3ccccc3)n2)cc1 | 6 | 5.7 | 0 | 8 | 95 | 4 | 117 | 93 | 1
COc1ccccc1C(=O)C(O)c1ccccc1OC (centres undefined) | 13 | -1.3 | 0 | -5 | 116 | -1 | 93 | 102 | 4
CC(=O)N1CCSc2ccc(S(=O)(=O)NCCc3ccc(C)cc3)cc21 | -4 | 0.8 | 0 | 1 | 97 | -9 | 102 | 102 | 2
CC(=O)NCCNC(=O)[C@H](Cc1ccccc1)NC(=O)c1cccs1 | 14 | 0.2 | 6 | 1 | 108 | -2 | 106 | 108 | 5
CCOC(=O)C1=C(O)/C(=C/c2ccc(OCC(=O)O)c(OC)c2)SC1=Nc1ccc(OC)cc1 | -11 | -0.3 | 4 | 1 | 100 | -7 | 113 | 101 | -3
CCOc1ccc(N(CC(=O)NN=C2CCCC2)S(C)(=O)=O)cc1 | -1 | 2.3 | 0 | -1 | 101 | 8 | 122 | 105 | 2
O=C(O)CCCNC(=O)Cc1ccccc1 | 13 | 2.0 | 1 | 5 | 100 | 1 | 102 | 103 | 5
The results go on:
SMILES | VLA-4 inh | MEX-5 binding | GRK2 inh | GLD-1 RNA inh | CIT2-GFP yeast | MCL1 BIM primary | Yeast superoxide | AGP1-GFP MLPCN | Bcl-xL primary
Cc1cc(NC(=O)c2ccc(Cn3nc(C)c(Br)c3C)o2)no1 | 36 | -4.0 | 0 | 2 | 97 | 7 | 112 | 99 | 5
Cc1ccc(C(=O)NCCCN2CCN(CCCNC(=O)c3ccc(C)cc3)CC2)cc1 | -4 | 1.8 | 0 | 0 | 108 | 0 | 98 | 108 | 1
CSc1ccc(S(=O)(=O)NC(C)c2ccccc2)cc1 (centres undefined) | 4 | 0.0 | 0 | 3 | 101 | 0 | 97 | 102 | 3
O=C(NCc1ccc2c(c1)OCO2)c1cc2c(s1)CS(=O)(=O)C2 | -18 | -1.3 | 2 | 3 | 103 | 5 | 97 | 104 | 1
CCOc1ccccc1/C=C/c1nc2ccccc2[nH]c1=O | 4 | 1.1 | 2 | / | 95 | / | 114 | 70 | /
COc1ccc(-c2nonc2NC(=O)c2oc3ccc(F)cc3c2C)cc1OC | 2 | 1.2 | 4 | 10 | 108 | 7 | 80 | 98 | 4
CCOC(=O)Nc1cc(OCC)c(NC(=O)C2CC2)cc1OCC | 4 | -0.6 | 3 | 3 | 93 | 5 | 89 | 97 | 0
C=CCc1ccc2oc(C(=O)OCC)cc(=O)c2c1O | 17 | 2.1 | / | 3 | 102 | -1 | 98 | 109 | -1
O=S(=O)(c1ccccc1F)N1CCN(Cc2nc3ccccc3[nH]2)CC1 | 10 | 0.3 | 0 | 5 | 96 | -9 | 84 | 96 | -1
O=C(O)c1ccc(/C=N/N2CCN(c3ccccc3)CC2)cc1 | 1 | 0.9 | 2 | / | 95 | / | 105 | 96 | /
Cc1ccc(Nc2ccc(N3CCN(c4ccc([N+](=O)[O-])cc4)CC3)nn2)cc1 | 11 | 2.3 | 1 | -3 | 97 | 10 | 87 | 104 | 6
O=C(c1ccccc1)c1ccc(N2CCOCC2)c(F)c1 | -2 | -0.4 | 0 | 4 | 97 | -2 | 77 | 94 | 6
CCOc1ccc(Br)cc1S(=O)(=O)Nc1ccc(Cl)c(S(=O)(=O)N(CC)c2ccccc2)c1 | -18 | 0.3 | 0 | 9 | 109 | 7 | 102 | 107 | -2

Screens as filed in PubChem BioAssay.
